# TMEM16A act – activators or potentiators of mouse TMEM16A chloride channel | HEK293 TMEM16A/YFP-H148Q/I152L, iodide quench fluorescence; stronger effect = lower value | B-score at 10 µM | AID 623877 | 340,000 tested, 0.3% active | Q8BHY3;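 active = fluorescence-ratio B-score plate-corrected deviation score at least 3 library SD below zero, with starting fluorescence score within 5 deviations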;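 note: channel opened by trigger with iodide after compound preincubation; score built on the fluorescence ratio of max minus min over baseline; more negative score means more quench and so TMEM16A activation or potentiation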
# KCNK9 block – blocks the human KCNK9 two-pore domain potassium channel | Q9NPC2 | HEK293 KCNK9, FluxOR thallium flux fluorescence; stronger effect = lower value | B-score at 10 µM | 310,000 tested, 1.2% active | AID 488922;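 active = ratio B-score over 3 SD below the library mean, with starting fluorescence within 5 SD of its mean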;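 note: negative B-score means less thallium flux so channel inhibition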
# Target sequence (Q9NPC2 whole entry, looked up, the tested form may be a part): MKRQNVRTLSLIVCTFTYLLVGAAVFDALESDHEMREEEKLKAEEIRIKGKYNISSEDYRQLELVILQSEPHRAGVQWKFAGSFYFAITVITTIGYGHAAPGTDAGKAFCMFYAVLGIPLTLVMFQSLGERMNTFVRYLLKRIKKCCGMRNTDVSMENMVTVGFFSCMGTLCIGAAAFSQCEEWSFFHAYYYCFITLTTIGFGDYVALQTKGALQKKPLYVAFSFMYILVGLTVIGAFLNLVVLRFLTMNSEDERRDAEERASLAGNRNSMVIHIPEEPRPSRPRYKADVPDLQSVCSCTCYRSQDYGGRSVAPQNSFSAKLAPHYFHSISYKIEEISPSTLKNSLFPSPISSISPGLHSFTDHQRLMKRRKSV
# hERG protect – compounds protecting human hERG from proarrhythmic drug block. Q12809. CHO-hERG, FluxOR thallium flux, dofetilide IC70 present. activation (rescue from dofetilide block), less the hit threshold, % at 10 µM. 310,000 tested, 0.51% active. AID 1511;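 active = activation above the mean of controls blocked by dofetilide plus 5 SD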;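 note: thallium influx through hERG after potassium depolarization seen as dye fluorescence rise; in these data hits start at about 4.7%; inactives centre near -7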
# RGS4 act – RGS4 potentiation or activation. HEK293 M3R/inducible RGS4, carbachol calcium flux Fluo4; stronger effect = lower value. B-score at 10 µM. 310,000 tested, 0.92% active;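 active = B-score of the integrated calcium signal more than 4 SD below the library mean, with starting fluorescence not abnormally high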;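 note: negative B-score means reduced calcium response which marks RGS4 activation or potentiation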
#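 System: HEK293 FlpIn-TREx cells, stable M3R, doxycycline-inducible RGS4. Timing: overnight RGS4 induction, 30 min dye load 37 °C, 20 min compound RT. Also added: carbachol, ECmax concentration. Measured by: Fluo4 fluorescence kinetic imaging of calcium. Evaluation: integrated calcium ratio converted to B score.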
# RGS4 block – inhibitors of human RGS4; P49798; HEK293 M3R/RGS4 inducible, Fluo-4 calcium flux; stronger effect = higher value; triggered by carbachol at its EC20; B-score at 10 µM; 310,000 tested, 0.45% active;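 active = B-score, a plate-corrected calcium signal, over three deviations above library mean, with baseline fluorescence within five deviations of library mean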;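 note: RGS4 expression induced by doxycycline in cells with stable M3 receptor; B-score is computed from the integrated fluorescence ratio over baseline after carbachol; higher B-score means a larger calcium signal and so more RGS4 inhibition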
# Target sequence (P49798 whole entry, looked up): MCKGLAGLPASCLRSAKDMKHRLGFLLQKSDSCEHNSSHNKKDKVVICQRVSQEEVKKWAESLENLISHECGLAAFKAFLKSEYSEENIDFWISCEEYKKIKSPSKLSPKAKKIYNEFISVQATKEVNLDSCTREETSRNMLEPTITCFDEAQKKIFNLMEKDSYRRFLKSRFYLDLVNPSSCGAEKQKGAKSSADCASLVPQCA
# MrgX1 PAM – human MrgX1 positive allosteric modulation, primary screen | Q96LB2 | MrgX1-HEK293, Fluo-4 calcium flux, FDSS; stronger effect = higher value | B-score at 10 µM | 310,000 tested, 0.63% active | AID 588675;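 active = plate-corrected calcium response at least 3 library SD above typical, normal starting fluorescence, not activating the receptor alone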;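 note: compound read alongside a low EC10 to EC30 dose of BAM8-22 agonist; peak minus trough fluorescence over baseline measured at the second addition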
# Target sequence (Q96LB2 whole entry, looked up): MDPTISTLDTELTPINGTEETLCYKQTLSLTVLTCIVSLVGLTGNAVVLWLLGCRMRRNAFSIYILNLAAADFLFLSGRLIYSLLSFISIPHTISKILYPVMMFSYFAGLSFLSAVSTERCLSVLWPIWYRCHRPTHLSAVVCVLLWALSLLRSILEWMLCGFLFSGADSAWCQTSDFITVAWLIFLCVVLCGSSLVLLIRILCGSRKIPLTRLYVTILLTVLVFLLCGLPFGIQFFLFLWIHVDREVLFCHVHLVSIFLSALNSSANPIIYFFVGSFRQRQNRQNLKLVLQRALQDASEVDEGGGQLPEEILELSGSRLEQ
# KCNK3 block – human KCNK3 channel inhibition, primary screen; 340,000 tested, 0.84% active; AID 602410; B-score at 10 µM; O14649; CHO-KCNK3 thallium flux, FluxOR fluorescence; stronger effect = lower value;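 active = B-score under library mean minus 4 SD, starting fluorescence ratio at most library mean plus 5 SD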;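 note: more negative B-score means stronger inhibition of thallium flux through KCNK3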
# KCNQ1 block – human KCNQ1 channel inhibition; P51787; CHO-K1 KCNQ1, FluxOR thallium flux fluorescence; stronger effect = higher value; B-score at 10 µM; 310,000 tested, 1.3% active;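 active = compounds whose thallium flux B-score, printed positive for inhibition, exceeds three library SD while starting fluorescence stays within three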;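 note: channel opened by potassium depolarization with thallium stimulus after 20 min compound exposure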
# TMEM16A inh – mouse TMEM16A channel inhibition, primary screen | Q8BHY3 | HEK293 TMEM16A/YFP iodide influx fluorescence, ionomycin | normalized B-score (activity score, 25-100; higher = stronger inhibition) at 10 µM | 310,000 tested, 1.2% active | AID 588511;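 active = ratio plate-corrected score three or more library SD toward inhibition, starting fluorescence score within five deviations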;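 note: score derived from kinetic fluorescence span divided by baseline fluorescence per well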
# KCNQ1 pot – potentiates or activates the human KCNQ1 potassium channel | 310,000 tested, 0.35% active | CHO-K1 KCNQ1, thallium flux FluxOR fluorescence; stronger effect = higher value | AID 2648 | P51787 | B-score at 10 µM;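 active = fluorescence ratio B-score, a plate-corrected score, at least three library SD, with initial intensity B-score within 5 SD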
#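 Assay system: stable KCNQ1 CHO-K1 line; medium: assay buffer, equal DMSO in all wells; timing: 90 min dye loading and 20 min compound exposure, both at room temperature; technique: kinetic FluxOR thallium fluorescence, 10-s 1-Hz baseline, 110-s post-stimulus read; read-out basis: B score of baseline-normalized fluorescence ratio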
# MrgX1 ag – agonists of human MrgX1 receptor; Q96LB2; MrgX1-HEK293 cells, Fluo-4 calcium fluorescence, agonist mode; stronger effect = higher value; B-score at 10 µM; 310,000 tested, 0.44% active; AID 588627;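 active = calcium response B-score plate-corrected fluorescence ratio at least 3 library SD, with starting fluorescence B-score inside 5 SD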
#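 Material: HEK293 cells stably expressing human MrgX1 receptor | Quantity: 15,000 cells per well | Times: Cells plated overnight, dye loaded 0.5 h 37 °C, 0.5 h room temperature | Measured by: Kinetic Fluo-4 NW fluorescence of intracellular calcium | Control set: Positive and negative controls per plate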
# An asterisk follows results filed as active; i = inactive; nt = not tested or not shown.
# Fields: TMEM16A act	KCNK9 block	hERG protect	RGS4 act	RGS4 block	MrgX1 PAM	KCNK3 block	KCNQ1 block	TMEM16A inh	KCNQ1 pot	MrgX1 ag
CC(C)CCNC(=O)c1c(CSc2ccccc2)noc1C(=O)NCc1ccccc1
    i	i	-9.3	i	i	i	i	i	i	i	i
Cc1ccc(C(=O)NCCCNC(=O)c2cccnc2)cc1
    i	i	-5.6	i	i	i	i	i	i	i	i
CC(C)(C)c1ccc(S(=O)(=O)NCc2ccc(C(=O)NCc3ccccn3)cc2)cc1
    i	i	-8.5	i	i	i	i	i	i	i	i
CCOc1ccc(NC(=O)CN(C)C(=O)c2ccc(N3CCCC3)c([N+](=O)[O-])c2)cc1OCC
    i	i	-16.7	i	i	i	i	i	i	i	i
COc1cc(C)ccc1Oc1ncnc(N)c1[N+](=O)[O-]
    i	i	-3.1	i	i	i	i	i	i	i	i
CCCCS(=O)CC(O)COCC (stereo not drawn)
    i	i	-2.5	i	i	i	i	i	i	i	i
Cc1cc(C)nc(SCC(=O)Nc2ncc(Cc3cccc(Cl)c3)s2)n1
    i	i	-8.4	i	i	i	i	i	i	i	i
COc1cc2c(cc1OC)C1=C(C#N)COCN1CC2
    i	i	-7.0	i	i	i	i	i	i	i	i
O=C(c1cc(-c2ccncc2)nc2ccccc12)N1CCN(c2ccccc2O)CC1
    i	i	-12.9	i	i	i	i	i	i	i	i
CCc1nc(N2CCN(C(=O)c3ccccc3)CC2)c2c3c(sc2n1)CCCC3
    i	i	-15.9	i	i	i	i	i	i	i	i
O=c1c(-c2ccccc2)c[nH]n1-c1cccc([N+](=O)[O-])c1
    i	i	-11.8	i	i	i	i	7*	i	i	i
CSc1ccccc1NC(=O)Nc1cccc(Cl)c1
    i	i	-8.1	i	i	i	i	i	i	i	i
O=C(NC(=S)Nc1cccc2ncccc12)c1ccccc1
    i	i	-5.5	i	i	i	i	i	i	i	i
CCS(=O)(=O)c1ccc2oc(SCC(=O)NC3CCCC(C)C3C)nc2c1 (stereo not drawn)
    i	i	-10.7	i	i	i	i	i	i	i	i
CCCN1C(=O)SC(CC(=O)Nc2ccc(Br)cc2)C1=O (stereo not drawn)
    i	i	2.0	i	i	i	i	i	i	i	i
O=C(O)c1ccccc1C(=O)Nc1ccc(Oc2ccccc2)cc1
    i	i	-12.2	i	i	i	i	i	i	i	i
CN1C(=O)NC(NC(=O)c2ccncc2)(C(F)(F)F)C1=O (stereo not drawn)
    i	i	-8.1	i	i	i	i	i	i	i	i
Cc1cccc(NS(=O)(=O)c2cc3c4c(c2)CC(=O)N4CCC3)c1C
    i	i	-10.7	i	i	i	i	i	i	i	i
O=C(NCCc1ccccc1)N1CCCC(CNS(=O)(=O)Cc2ccccc2)C1 (stereo not drawn)
    i	i	-7.1	i	i	i	i	i	i	i	i
S=C(Nc1ccc(Oc2ccccc2)cc1)N1CCOCC1
    i	i	-7.9	i	i	i	i	i	i	i	i
C=CCc1cccc(/C=C/c2cc(=O)c3ccccc3[nH]2)c1O
    i	i	-16.7	i	i	i	i	i	i	i	i
O=C1NCCN1C(=O)c1ccccc1F
    i	i	-8.6	i	i	i	i	i	i	i	i
C=CCNC(=O)c1cccc(OC2CCN(CC(C)(C)C)CC2)c1
    i	i	-3.3	i	i	i	i	i	i	i	i
CNC(=O)/C=C/c1cc(C(=O)c2ccc(Cl)cc2Cl)cn1C
    i	i	-1.4	i	i	i	i	i	i	i	i
CCN(CC(=O)Nc1ccc(C(C)=O)cc1)CC(=O)Nc1cccc(OC)c1
    i	i	-12.7	i	i	i	i	i	i	i	i
CC(C)[C@H](NC(=O)[C@H](CCCN=C(N)N)NC(=O)NC(Cc1ccccc1)C(=O)O)C(=O)NC(C=O)CCCN=C(N)N (stereo partly drawn)
    i	i	-6.8	i	i	i	i	i	i	i	45.6*
CCn1c(Cc2ccccc2)nnc1SCC(=O)Nc1ccc(C)cc1
    i	i	-4.9	i	i	i	i	i	i	i	i
O=C(CN(CCc1ccccc1)Cc1ccccc1)Oc1ccccc1P(=O)(O)O
    i	i	-7.7	i	i	i	i	i	i	i	i
CCCCOC(=O)CSCC(=O)Nc1cc(C)on1
    i	i	-13.2	i	i	i	i	i	i	i	i
COC(=O)c1c(NC(=O)CSc2ncnc3ccccc23)sc(C)c1C
    i	i	-16.2	i	i	i	i	i	i	i	i
CCOC(=O)c1cc(-c2ccc(Cl)s2)nc2c1c(C)nn2C
    nt	i	-9.6	i	i	nt	nt	i	nt	i	nt
O=C(COC(=O)C1=COCCO1)NC1CCCCC1
    i	i	-10.5	i	i	i	i	i	i	i	i
O=C(NCCC1=CCCCC1)c1cc2ccccc2oc1=O
    i	i	-9.6	i	i	i	i	i	i	i	i
O=C1CC2(CCN(C(=O)C3CC(=O)N(c4ccccc4)C3)CC2)Oc2ccccc21 (stereo not drawn)
    i	i	-12.4	i	i	i	i	i	i	i	i
O=C(CCl)N1CCN2C(=O)c3ccccc3C12c1ccc(Cl)cc1 (stereo not drawn)
    i	i	-23.6	i	i	i	i	i	i	i	i
CCn1c(CNC(=O)c2ccccc2F)cc2ccccc21
    i	i	-6.4	i	i	i	i	i	i	i	i
CCc1nn(CC(=O)Nc2cc(C)ccc2C)c(=N)s1
    i	i	-16.7	i	i	i	i	i	i	i	i
CSc1ccc(CN2CCCN(C)CC2)cc1
    i	i	-4.5	i	i	i	i	i	i	i	i
COC(=O)c1c(NC(=O)CCC(=O)O)sc2c1CCCCC2
    i	i	-6.2	i	i	i	i	i	i	i	i
CCc1nnc(NC(=O)CCN(c2cc(C)cc(C)c2)S(=O)(=O)c2ccc(Cl)cc2)s1
    i	i	-4.4	i	i	i	i	i	i	i	i
COc1ccc(-n2ncc3c(=O)n(CC(=O)N4CCCc5ccccc54)cnc32)cc1
    i	i	-10.0	i	i	i	i	i	i	i	i
Clc1ccc(C2[C@H]3CN(CC4CCCCC4)[C@H](c4ccccc4)C34CC2(c2ccccc2)C4)cn1 (stereo partly drawn)
    i	i	-8.1	i	i	i	i	i	i	i	i
CCN(CC)CCNC(=O)/C(=C/c1cn(C)c2ccccc12)NC(=O)c1ccc(OC)c(OC)c1
    i	i	-9.0	i	i	i	i	i	i	i	i
Cc1nnc(SCC(=O)N(C(C)C)C(C)C)[nH]c1=O
    i	i	-0.8	i	i	i	i	i	i	i	i
COc1nc(N)c(S(=O)(=O)c2ccc(C)cc2)cc1C#N
    i	i	-5.4	i	i	i	i	i	i	i	i
CCCS(=O)(=O)N1CCC(C(=O)NCc2cccnc2)CC1
    i	i	-6.2	i	i	i	i	i	i	i	i
CCN(CC(=O)Nc1ccc(NC(C)=O)cc1)C(=O)/C=C/c1c(C)nn(-c2ccc(F)cc2)c1C
    i	i	-15.4	i	i	i	i	i	i	i	i
Cc1sc(NC(=O)CSc2nnnn2C2CCCCC2)c(C#N)c1C
    i	i	-3.2	i	i	i	i	i	i	i	i
CN(c1ccccc1C(=O)NCc1ccccc1Cl)S(=O)(=O)c1ccccc1
    i	i	-6.4	i	i	i	i	i	i	i	i
Cc1ccc(OCC(=O)NCCCNC(=O)c2ccccn2)cc1C
    i	i	-5.3	i	i	i	i	i	i	i	i

# Continued.
# Fields: TMEM16A act	KCNK9 block	hERG protect	RGS4 act	RGS4 block	MrgX1 PAM	KCNK3 block	KCNQ1 block	TMEM16A inh	KCNQ1 pot	MrgX1 ag
CC1CCCC(C)N1/N=C/c1cccc(Br)c1 (stereo not drawn)
    i	i	-6.7	i	i	i	i	i	i	i	i
NC(=S)N/N=C/c1cc([N+](=O)[O-])ccc1OCCOc1ccccc1
    i	i	-6.5	i	i	i	i	i	i	i	i
COc1ccccc1C(CCNCc1ccccc1)c1ccc(OC(C)C)cc1 (stereo not drawn)
    i	i	-19.5	i	i	i	i	i	i	i	i
CC(C)C(NC(=O)CN(c1cccc(F)c1)S(C)(=O)=O)C(C)C
    i	i	-6.3	i	i	i	i	i	i	i	i
O=C(C1CCC(=O)N1Cc1cccs1)N1CCOCC1 (stereo not drawn)
    i	i	-6.7	i	i	i	i	i	i	i	i
CN1CCN(c2ccc(CNS(=O)(=O)c3ccc(Cl)cc3)cc2)CC1
    i	i	-5.1	i	i	i	i	i	i	i	i
COc1ccc(S(=O)(=O)N2CCOC23CCN(S(=O)(=O)c2cc(C)ccc2C)CC3)cc1
    i	i	-10.4	i	i	i	i	i	i	i	i
COc1ccc(/C=C/C(=O)Nc2ccc(NC(C)=O)cc2)cc1S(=O)(=O)N1CCOCC1
    i	i	-6.8	i	i	i	i	i	i	i	i
CC1CCCCC1n1c(=S)[nH]c2ccccc2c1=O (stereo not drawn)
    i	i	1.0	i	i	i	i	i	i	19*	i
Cc1ccccc1[C@@H]1C(C#N)=C(N)S[C@H]1C(=O)c1ccccc1
    i	i	-10.1	i	i	i	i	i	i	i	i
C/C(=N/NC(=O)c1cccc(C)c1)c1c(O)cc(C)oc1=O
    i	i	-13.2	i	i	i	i	i	i	i	i
Cc1nn(C)cc1CNC(=O)c1ccc(Br)o1
    i	i	-7.3	i	i	i	i	i	i	i	i
COC(=O)c1scc(C)c1S(=O)(=O)Nc1ccc(C)cc1
    i	i	-4.2	i	i	i	i	i	i	i	i
O=C(NC1CCCC1)C1CCN(C(=O)c2cccc(Cl)c2)CC1
    i	i	-3.7	i	i	i	i	i	i	i	i
O=S(=O)(O)c1cc(OS(=O)(=O)c2ccccc2)cc2ccccc12
    i	i	0.9	i	i	i	i	i	i	i	i
Cc1ccc(C)c(NS(=O)(=O)c2ccccc2C)c1
    i	i	-8.4	i	i	i	i	i	i	i	i
C[C@H](NC(=O)c1nc[nH]c1C(=O)N[C@@H](CCCCNC(=O)OC(C)(C)C)C(=O)OC(C)(C)C)C(=O)OCc1ccccc1
    i	i	-12.2	i	i	i	i	i	i	i	i
COc1cc(SC)ccc1C(=O)OCC(=O)NC1CC1
    i	i	-7.7	i	i	i	i	i	i	i	i
C#CCSc1nc2[nH]ncc2c(=O)[nH]1
    i	i	-6.9	i	i	i	i	i	i	i	i

# Screening results deposited in PubChem by Johns Hopkins Ion Channel Center.
